Source: PubChem
HT1080NT lethal: kills 2HG-producing HT-1080-NT fibrosarcoma cells. HT-1080-NT fibrosarcoma viability, CellTiter-Glo ATP luminescence, 48 h. 1.6% of 360,000 active. Potency, µM (series often up to 46.1 µM), for inactives: top-dose activity, negative = less viability, most hits filed as cytotoxic;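 note: NT is the 2HG producing partner of a matched IDH1 knockdown line; potency is the fitted concentration of half-maximal effect; 0% = DMSO-treated cells and -100% = media-only wells without cells; nearly all actives have a fitted effect of over 55% in size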
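HT-1080-NT; 750 cells/well; 5% FBS RPMI; 48 h compound, 37 degrees C; CellTiter-Glo luminescence; curve fitting and curve-class assignment.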
KB-V1 MDR tox: KB-V1 MDR subline cytotoxicity | KB-V1 MDR cells viability, CellTiter-Glo, 72 h | 3.4% of 400,000 active | Potency, µM (titrated, usually from 46.1 µM), without a hit: at the highest dose activity change, negative = cytotoxicity, actives largely listed as cytotoxic; note: potency is the fitted concentration of half-maximal effect; % is set by controls: 0 for no effect and ±100 for the full control effect; nearly all actives have a fitted effect of over 60% in size
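qHTS viability screen in drug-selected KB-V1 MDR cells: 72 h compound treatment at 37 degrees C, ATP luminescence end point.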
MCF10A rerep: induces DNA re-replication in MCF 10a normal breast cells | MCF 10A DNA re-replication, Hoechst nuclear intensity, 48 h | Potency, µM (titrated, usually from 46.1 µM), for inactives: at the highest dose activity, positive = re-replication, hits mostly activators | 2.9% of 350,000 active | AID 624296; note: potency is the fitted concentration of half-maximal effect; % of control where 0% means no effect; nearly all actives have a fitted effect of over 50% in size
KB-3-1 cytotox: kills parental KB-3-1 adenocarcinoma cells | 1.4% of 400,000 active | KB-3-1 viability, CellTiter-Glo ATP luminescence, 72 h | Potency, µM (series often up to 46.1 µM), without a hit: top-dose activity change, negative = cytotoxic, hits mostly cytotoxic | AID 1347075; note: potency is the fitted concentration of half-maximal effect; % is set by controls: 0 for no effect and ±100 for the full control effect; nearly all actives have a fitted effect of over 60% in size
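Cytotoxicity in the drug-sensitive parental line KB-3-1 was scored as loss of CellTiter-Glo luminescence following 72 h incubation with compound. Values come from curve fitting of normalized concentration-response data.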
WRN helicase inh: blocks human WRN helicase; Q14191; WRN helicase unwinding, fluorescent forked duplex, kinetic; Potency, µM (highest dose often 114 µM), without a hit: at the highest dose activity change, negative = inhibition, actives largely listed as inhibitors; 0.46% of 360,000 active; AID 651768; note: potency is the fitted concentration of half-maximal effect; % is set by controls: 0 for no effect and ±100 for the full control effect; nearly all actives have a fitted effect of over 55% in size
Target sequence (Q14191 whole entry, looked up): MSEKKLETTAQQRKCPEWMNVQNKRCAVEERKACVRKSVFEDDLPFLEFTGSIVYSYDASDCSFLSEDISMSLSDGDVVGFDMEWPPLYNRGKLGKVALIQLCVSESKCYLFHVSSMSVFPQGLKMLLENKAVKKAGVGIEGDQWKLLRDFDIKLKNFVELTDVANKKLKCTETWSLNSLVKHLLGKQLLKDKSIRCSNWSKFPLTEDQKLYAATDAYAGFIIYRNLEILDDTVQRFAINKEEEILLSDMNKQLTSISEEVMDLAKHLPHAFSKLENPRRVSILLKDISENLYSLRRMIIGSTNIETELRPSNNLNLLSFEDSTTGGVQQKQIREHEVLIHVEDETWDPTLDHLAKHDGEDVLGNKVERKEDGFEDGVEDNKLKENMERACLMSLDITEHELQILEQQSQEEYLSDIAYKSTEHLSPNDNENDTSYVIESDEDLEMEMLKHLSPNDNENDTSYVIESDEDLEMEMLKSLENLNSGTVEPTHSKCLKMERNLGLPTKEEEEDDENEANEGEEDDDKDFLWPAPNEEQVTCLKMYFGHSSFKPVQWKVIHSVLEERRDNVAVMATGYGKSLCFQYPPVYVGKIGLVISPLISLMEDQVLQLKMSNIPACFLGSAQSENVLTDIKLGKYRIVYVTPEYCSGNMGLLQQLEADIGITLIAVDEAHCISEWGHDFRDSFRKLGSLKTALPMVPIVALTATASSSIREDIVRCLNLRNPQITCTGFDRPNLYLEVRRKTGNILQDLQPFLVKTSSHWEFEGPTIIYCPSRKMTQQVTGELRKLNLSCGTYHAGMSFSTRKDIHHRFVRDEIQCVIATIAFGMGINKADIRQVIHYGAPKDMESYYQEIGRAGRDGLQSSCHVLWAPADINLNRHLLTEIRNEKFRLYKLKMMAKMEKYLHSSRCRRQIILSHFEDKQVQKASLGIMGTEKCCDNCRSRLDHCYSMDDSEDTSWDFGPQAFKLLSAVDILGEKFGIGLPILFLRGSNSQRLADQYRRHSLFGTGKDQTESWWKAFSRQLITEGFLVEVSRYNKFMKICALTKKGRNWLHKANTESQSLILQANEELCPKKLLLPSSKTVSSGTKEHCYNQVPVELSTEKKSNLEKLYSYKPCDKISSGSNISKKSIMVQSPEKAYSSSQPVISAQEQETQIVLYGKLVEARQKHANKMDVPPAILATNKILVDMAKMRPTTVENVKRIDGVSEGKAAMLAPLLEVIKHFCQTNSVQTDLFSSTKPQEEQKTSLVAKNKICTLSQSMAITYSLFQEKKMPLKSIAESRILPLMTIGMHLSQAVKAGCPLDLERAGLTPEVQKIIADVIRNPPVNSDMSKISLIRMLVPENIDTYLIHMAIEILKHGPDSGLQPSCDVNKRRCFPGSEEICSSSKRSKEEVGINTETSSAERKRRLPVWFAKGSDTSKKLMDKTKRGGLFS
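Fluorescence dequenching readout, ex 525 nm/em 598 nm, kinetic mode: forked duplex DNA (100 nM final) with adjacent fluorophore and quencher unwound by WRN (20 nM final) with 2 mM ATP. Compound preincubation 15 min, room temperature.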
SW480 rereplic: DNA re-replication induction in SW480 cells | SW480 DNA re-replication, Hoechst DNA content imaging, 48 h | Potency, µM (titrated, usually from 46.1 µM), for inactives: at the highest dose re-replication activation, hits mostly activators | 1.8% of 340,000 active | AID 624297; note: potency is the fitted concentration of half-maximal effect; % of control where 0% means no effect; nearly all actives have a fitted effect of over 55% in size
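Image-based read-out: total Hoechst fluorescence of nuclei (405 nm excitation, 500-530 nm emission), with hits raising the fraction of high-intensity nuclei. SW480 colon cells incubated 48 hr with compounds at 37 C.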
HT1080 IDH1KD tx: toxicity to HT-1080 IDH1 knockdown cells (counter line). HT-1080 IDH1 knockdown viability, ATP luminescence, 48 h. Potency, µM (highest dose often 46.1 µM), inactives show at the top dose activity, negative = toxicity, most hits filed as cytotoxic. 2% of 360,000 active. AID 686971;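 note: potency is the fitted concentration of half-maximal effect; 0% = DMSO wells and -100% = cell-free medium wells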
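HT-1080-IDH1KD cells (IDH1 knocked down), 750/well in RPMI with 5% FBS, treated with compound 48 h at 37 degrees C. Viability by CellTiter-Glo luminescence, normalised to DMSO and no-cell wells; concentration-response curves classed.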
IL1B secr inh: inflammasome signaling inhibition, IL-1 beta readout. THP-1 LPS/ATP IL-1B secretion, AlphaLISA, 16 h; stronger effect = lower value. activity change, % at 57.5 µM. 4.7% of 360,000 active. AID 743279; in the data active = activity change below about -50%; inconclusive = mostly about -30% to -49%; note: % is set by controls: 0 for no effect and ±100 for the full control effect
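Secreted IL-1B measured by AlphaLISA bead assay after 16 h compound exposure of THP-1 cells; compounds (final up to 57.5 uM) added 1 h before LPS (250 ng/mL) and ATP (1.25 mM) stimulation; lower signal means less secretion.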
ATXN2 expr inh: inhibitors of ATXN2 expression; Potency, µM (doses to about 57 µM), for inactives: top-dose activity change, negative = inhibition, actives largely listed as inhibitors; HEK-293 ATXN2-luciferase reporter, luminescence, 24 h; AID 1745845; 0.72% of 360,000 active; note: potency is the fitted concentration of half-maximal effect; % is set by controls: 0 for no effect and ±100 for the full control effect; nearly all actives have a fitted effect of over 55% in size
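ATXN2-luciferase reporter cells (luciferase flanked by upstream and downstream ATXN2 gene portions) were treated 24 h at 37 °C with compounds at up to 57 uM. SteadyGlo luminescence gave expression; GF-AFC fluorescence gave viability.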
The depositor's hits bear a star; ? = inconclusive; . = no result given; [ ] = remark or other dose. Unless noted, calls come from the whole dose curve; as a rule, active = well fitted curve in the direction sought with a large enough effect; inconclusive = small, poorly fitted or top-dose-only effect, or another doubt; inactive = no such curve, though single readings can be large; an effect the other way counts as inactive or inconclusive.

SMILES	HT1080NT lethal	KB-V1 MDR tox	MCF10A rerep	KB-3-1 cytotox	WRN helicase inh	SW480 rereplic	HT1080 IDH1KD tx	IL1B secr inh	ATXN2 expr inh
CN(C)c1ccc(NC(=O)CCCc2ccccc2)cc1	12%	0%	1%	7%	-2%	0%	4%	-6	11%
C[C@@H]1CCCCO[C@H](CN(C)S(=O)(=O)c2cccs2)[C@@H](C)CN([C@H](C)CO)C(=O)c2cc(NC(=O)Nc3ccc4c(c3)OCO4)ccc2O1	-13%	-9%	.	4%	-2%	.	10%	?	-5%
C#CCSc1nncn1C(=O)/C=C/c1ccccc1	?	1%	-4%	17%	-9%	-1%	7%	-81*	4%
Cc1nc(N)nc2c1CCCC2	-3%	0%	-2%	5%	0%	-5%	-3%	13	5%
CN1C(=O)CC(Nc2cccc3cccc(N)c23)C1=O (centres undefined)	-17%	11%	?	13%	-6%[57.1 µM]	-1%[1.84 µM]	-12%	17	-5%
COCCN1C(=O)N[C@@H](c2cccc(C(F)(F)F)c2)[C@H](C(=O)OC)[C@H]1C	-6%	0%	4%	-13%	5%	-9%	-7%	6	-6%
CC(=O)c1ccc(NC(=O)CSc2nc3ccccc3c(=O)n2CCCN2CCOCC2)cc1	-17%	-12%	?	-5%	9%	-8%	0%	-12	.
COc1ccc(C)cc1C(=O)CCC(=O)NCCc1ccc(S(N)(=O)=O)cc1	1%	8%	1%	-2%	-7%	2%	7%	-1	.
CN(C(=O)c1cccnc1)c1nnc(-c2cnccn2)s1	16%	0%	3%	-3%	-1%	-1%	6%	27	3%
C=Cc1ccc(Cn2nc(-c3ccc(C)cc3)ccc2=O)cc1	-22%	29%	?	1%	3%	16µM*	-18%	-79*	-17%
CCN(CC)S(=O)(=O)c1cc(NC(=O)CSc2nc3c(cc2C#N)C(=O)CC(C)(C)C3)ccc1C	?	?	?	?	-1%	?	?	-57*	?
Cc1oc(-c2ccccc2)nc1CSc1nc2c(c(=O)[nH]1)CCC2	10%	-10%	-7%	15%	3%	3%	4%	9	-1%
Cc1ccccc1NC(=O)Cc1nc(CSc2nnc(-c3ccc4c(c3)OCO4)o2)cs1	-2%	11%	-1%	10%	-10%	-2%	-11%	-8	24%
O=c1[nH]c(Sc2ccc([N+](=O)[O-])cc2[N+](=O)[O-])nc2ccccc12	-15%	?	6.5µM*	-26%	-27%	?	?	-23	.
CC(C)CCN(CCC(C)C)C(CO)(CO)CO	15%	17%	-6%	?	?	12%	6%	-17	-16%[11.3 µM]
Nc1cc(-c2ccc(Cl)cc2)nn1S(=O)(=O)c1ccccc1	-2%	-23%	-4%	0%	1%	26%	-19%	-25	-17%
O=C(Cc1ccc(Br)cc1)OCC(=O)N1CCOCC1	5%	5%	17%	0%	2%	?	3%	18	1%
COCCn1c(CN(Cc2ccccc2)Cc2ccccc2)nc2c1c(=O)n(C)c(=O)n2C	-9%	-16%	2%	-6%	-2%	-1%	-2%	21	-25%
COc1cc2nc(CSc3nc(-c4ccc(F)cc4)cs3)[nH]c(=O)c2cc1OC	10%	?	-1%	?	6%	-1%	1%	11	-31%
O=C(CCCN1C(=O)/C(=C\c2cccs2)SC1=S)Nc1cccnc1	-4%	?	?	-2%	-26%	?	4%	-12	3%
COc1ccc(N2CCN(C(=O)c3ccc(Cn4c(=S)[nH]c5ccc(N6CCOCC6)cc5c4=O)cc3)CC2)cc1	-2%	?	?	0%	4%	-7%	0%	18	-8%
COc1ccc(/C=C2\SC(=S)N(CCC(=O)NC3CCCC3)C2=O)cc1OC	16%	8%	?	-8%	4%	-5%	0%	-10	22%
O=C(Nc1c(-c2ccccc2)[nH][nH]c1=O)c1ccc(-c2ccccc2)cc1	0%	1%	.	-2%	6%	.	-7%	37	.
O=c1c2ccccc2nnn1CSc1nc2ccccc2c(=O)n1CCCO	?	-5%	1%	-6%	-1%	1%	?	-13	0%

Only IL1B secr inh, for some of the entries so far:
Molecule,IL1B secr inh
Cc1ccccc1NC(=O)Cc1nc(CSc2nnc(-c3ccc4c(c3)OCO4)o2)cs1,-8
COc1cc2nc(CSc3nc(-c4ccc(F)cc4)cs3)[nH]c(=O)c2cc1OC,11
COc1ccc(/C=C2\SC(=S)N(CCC(=O)NC3CCCC3)C2=O)cc1OC,-10
COCCn1c(CN(Cc2ccccc2)Cc2ccccc2)nc2c1c(=O)n(C)c(=O)n2C,21

New compounds follow
SMILES	HT1080NT lethal	KB-V1 MDR tox	MCF10A rerep	KB-3-1 cytotox	WRN helicase inh	SW480 rereplic	HT1080 IDH1KD tx	IL1B secr inh	ATXN2 expr inh
CCn1cc(CNC(=O)C2CCC(=O)N(Cc3ccc(Cl)cc3)C2)cn1 (centres undefined)	3%	-13%	0%	-1%	3%	0%	-3%	-17	4%
COc1ccc(/C=N/NC(=O)COc2ccc(Cl)cc2Cl)cc1Cn1nc(C)cc1C	?	-3%	?	-5%	-6%	5%	?	16	.
CCN1C(=O)C(=O)N(CC(=O)N(C)CC(=O)Nc2ccccc2Cl)C1=O	7%	0%	0%	-9%	-10%	-8%	20%	-3	7%
CCN(CC)C(=O)CSc1nc(N)c(C(=O)Nc2ccc(OC)cc2)s1	13%	?	10%	6%	-25%	1%	8%	-1	4%
CCCn1c(CCNC(=O)c2ccco2)nc2ccccc21	0%	-34%	20%	-26%	10%	11%	-1%	8	0%
Cc1ccc(NC(=O)CNC(=O)c2ccc(OC(F)F)cc2)cc1S(=O)(=O)N1CCCCCC1	-22%	3%	?	?	-5%	?	?	?	?
O=C1NC(=O)c2cc(NC(=O)C3CCCCC3)ccc21	-1%	10%	9%	3%	-11%	5%	10%	1	4%
CCC(C)[C@H](NC(=O)NC1CC1)C(=O)O (some centres undefined)	5%	-20%	-3%	-6%	6%	-2%	1%	6	-6%
O=C(CC(c1ccccc1)c1ccccc1)Nc1ccncc1	-2%	?	2%	-2%	-2%	26%	-7%	-7	-30%
COc1cccc(NC(=O)CC2SC(=Nc3ccccc3)NC2=O)c1 (centres undefined)	3%	16µM*	-7%	-9%	-15%	-6%	2%	-1	2%
Cc1cc(C)n(-c2ccc(C(=O)OCC(=O)Nc3ccc(Cl)cc3[N+](=O)[O-])cc2)n1	-4%	?	?	21%	-4%	8%	0%	37	-12%
CCc1cccc(OCC(=O)Nc2ccccc2N2CCCC2)c1	0%	?	?	2%	0%	10%	3%	-7	0%

Quoted at random: two entries already listed
SMILES	HT1080NT lethal	KB-V1 MDR tox	MCF10A rerep	KB-3-1 cytotox	WRN helicase inh	SW480 rereplic	HT1080 IDH1KD tx	IL1B secr inh	ATXN2 expr inh
COc1cccc(NC(=O)CC2SC(=Nc3ccccc3)NC2=O)c1 (centres undefined)	3%	16µM*	-7%	-9%	-15%	-6%	2%	-1	2%
O=C1NC(=O)c2cc(NC(=O)C3CCCCC3)ccc21	-1%	10%	9%	3%	-11%	5%	10%	1	4%

Returning to the listing with the 4 entries that preceded the break.
SMILES	HT1080NT lethal	KB-V1 MDR tox	MCF10A rerep	KB-3-1 cytotox	WRN helicase inh	SW480 rereplic	HT1080 IDH1KD tx	IL1B secr inh	ATXN2 expr inh
O=C(CC(c1ccccc1)c1ccccc1)Nc1ccncc1	-2%	?	2%	-2%	-2%	26%	-7%	-7	-30%
COc1cccc(NC(=O)CC2SC(=Nc3ccccc3)NC2=O)c1 (centres undefined)	3%	16µM*	-7%	-9%	-15%	-6%	2%	-1	2%
Cc1cc(C)n(-c2ccc(C(=O)OCC(=O)Nc3ccc(Cl)cc3[N+](=O)[O-])cc2)n1	-4%	?	?	21%	-4%	8%	0%	37	-12%
CCc1cccc(OCC(=O)Nc2ccccc2N2CCCC2)c1	0%	?	?	2%	0%	10%	3%	-7	0%
CCOc1ccc(CN2CCN(Cc3cc4ccccc4o3)CC2CCO)cc1 (centres undefined)	-3%	-7%	?	-9%	-2%	21%	-13%	-16	-11%
CCc1ccc(OCCOCC(O)CN2CCN(Cc3ccc(Cl)cc3)CC2)cc1 (centres undefined)	?	-12%	15µM*	?	-15%[57.1 µM]	?	?	-53*	-21%
COc1cccc(CN2CCNC(=O)C2CC(=O)NCCn2nc(C)cc2C)c1OC (centres undefined)	7%	-1%	-4%	9%	0%	2%	10%	-7	3%
Cc1cc(C)n(Cc2n[nH]c(=S)n2Cc2ccccc2)n1	15%	13%	-3%	10%	5%	-1%	23%	-3	1%
O=C(COC(=O)c1cc[n+]([O-])cc1)Nc1c(Cl)cccc1C(F)(F)F	5%	7%	-1%	-3%	0%	-1%	7%	14	3%
CCc1cc(-c2n[nH]c(=S)n2-c2ccccc2C)cs1	11µM*	18µM*	-3%	-7%	-6%	?	?	34	1%
CC(NC(=O)[C@H](Cc1c[nH]c2ccccc12)NC(=O)[C@@H]1Cc2ccccc2CN1)c1ccccc1 (some centres undefined)	-3%	-4%	13%	-2%	9%	0%	-3%	-17	-6%
CC(NC(=O)[C@@H](C)NC(=O)[C@@H]1Cc2ccccc2CN1C(=O)OC(C)(C)C)c1ccccc1 (some centres undefined)	-2%	-1%	-2%	1%	-4%	-7%	-1%	-20	.

No enrichment for hits; overall some 12% were active at least once.
